Tau fluor cs: counter-screen for tau fibril formation inhibitors. Potency, µM (top dose mostly 57.7 µM), without a hit: top-dose activity change, negative = decrease. tau K18 P301L (four-repeat tau fragment) Alexa594 fluorescence, heparin fibrillization. AID 1463. 0.93% of 280,000 active; further: potency means the concentration at half of the fitted maximal effect; on the % scale 0 is the no-effect control and ±100 the full control effect; nearly all actives have a fitted effect of over 55% in size
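Human K18 P301L tau (15 uM unlabeled plus 0.24 uM Alexa 594-labeled, final) in 100 mM sodium acetate pH 7 was mixed with compound and 20 uM heparin and incubated 6 hr at 37 C.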
TRb-SRC2 inh: TRbeta-SRC2 interaction inhibition; P10828; TRbeta-SRC2 peptide binding, fluorescence polarization; receptor liganded with 1 µM T3; Potency, µM (highest dose often 106 µM), inactives show top-dose activity change, negative = inhibition, usual class: inhibitors; 0.065% of 280,000 active;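 further: potency means the concentration at half of the fitted maximal effect; plate controls were bound peptide for no effect and peptide without receptor for full effect; nearly all actives have a fitted effect of over 50% in size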
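Assay buffer: 20 mM Tris-HCl, 100 mM NaCl, 10% glycerol, 1 mM EDTA, 0.01% NP-40, 1 mM DTT, 1 uM T3, 5% DMSO; TRb LBD 0.6 uM, Texas Red SRC2 20 nM; FP after 5 hr.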
Tau fibril FP: tau fibrillization inhibition (FP). K18 P301L tau heparin fibrillization, Alexa594 FP, 6 h. 0.39% of 280,000 active. Potency, µM (titrated, usually from 57.7 µM), without a hit: at the top dose activity, negative = inhibition, actives largely listed as inhibitors. AID 1468. P10636; further: potency means the concentration at half of the fitted maximal effect; on the % scale 0 is the no-effect control and ±100 the full control effect; nearly all actives have a fitted effect of over 55% in size
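Quantitative HTS format: compounds meet 15 uM recombinant K18 P301L tau and Alexa 594-tau tracer in 100 mM sodium acetate pH 7; 20 uM heparin triggers fibrillization at 37 C over 6 hr; FP gives the signal.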
NPSR antagonist: neuropeptide S receptor (human) antagonism, cAMP; CHO-NPSR cells, cAMP TR-FRET, antagonist mode; AID 1461; 1% of 220,000 active; Potency, µM (titrated, usually from 38.3 µM), for inactives: top-dose activity change, negative = inhibition, actives largely listed as inhibitors; Q6W5P4; further: potency means the concentration at half of the fitted maximal effect; on the % scale 0 is the no-effect control and ±100 the full control effect; nearly all actives have a fitted effect of over 50% in size; many of its hits are not listed in these tables
TexasRed fluor: Texas Red fluorescence interference in TRb-SRC2 counter-screen; TRb/SRC2 Texas Red total fluorescence interference; Potency, µM (highest dose often 106 µM), inactives show top-dose fluorescence change, negative = quenching; 0.29% of 280,000 active; AID 1479; active means well fitted curve in either direction with a large enough effect; inconclusive means small, poorly fitted or top-dose-only effect; further: potency means the concentration at half of the fitted maximal effect; on the % scale 0 is the no-effect control and ±100 the full control effect
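Human TRb ligand-binding domain at 0.6 uM with 20 nM Texas Red SRC2 peptide in Tris buffer containing 1 uM T3 and 5% DMSO, incubated with compound 5 h at ambient temperature. Total fluorescence (555/632 nm) calculated as parallel + 2 × perpendicular.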
aGal spleen mod: inhibitors or activators of human alpha-galactosidase in spleen homogenate | Potency, µM (highest dose often 80 µM), for inactives: top-dose activity change, negative = inhibition, hits mostly inhibitors | human spleen homogenate, 4MU-alpha-Gal fluorescence, 40 min | 0.008% of 240,000 active | AID 2107;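 further: potency means the concentration at half of the fitted maximal effect; 0% = enzyme with vehicle and -100% = no enzyme basal signal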
Target sequence (P06280 32-429 limits assumed): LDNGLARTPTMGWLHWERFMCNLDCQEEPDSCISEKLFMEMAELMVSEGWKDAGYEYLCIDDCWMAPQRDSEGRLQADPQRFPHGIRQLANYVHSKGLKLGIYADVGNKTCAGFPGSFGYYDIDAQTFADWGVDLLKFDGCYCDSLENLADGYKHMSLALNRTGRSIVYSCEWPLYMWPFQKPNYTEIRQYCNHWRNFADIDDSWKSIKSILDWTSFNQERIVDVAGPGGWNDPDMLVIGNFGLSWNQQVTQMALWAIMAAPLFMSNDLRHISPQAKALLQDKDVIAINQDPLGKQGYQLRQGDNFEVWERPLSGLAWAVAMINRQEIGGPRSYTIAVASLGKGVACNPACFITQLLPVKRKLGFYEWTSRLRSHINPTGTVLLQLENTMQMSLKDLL
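Human spleen homogenate (1 ug) was the enzyme source, with 4-methylumbelliferyl-alpha-D-galactopyranoside (1 mM final) in pH 5.0 citrate buffer with 0.01% Tween-20. Compounds were titrated; after 40 min at 37C, NaOH/glycine stop, 4-MU fluorescence read; AC50 from Hill fits.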
CBFb RUNX1 block: CBF-beta/RUNX1 interaction disruption; AlphaScreen CBFb-His/RUNX1-biotin binding, biochemical; Potency, µM (doses to about 59.8 µM), without a hit: top-dose activity, negative = inhibition, hits mostly inhibitors; 230,000 tested, under 10 active; AID 1477; further: % of control where 0% means no effect
Target sequence (Q01196 whole entry, looked up): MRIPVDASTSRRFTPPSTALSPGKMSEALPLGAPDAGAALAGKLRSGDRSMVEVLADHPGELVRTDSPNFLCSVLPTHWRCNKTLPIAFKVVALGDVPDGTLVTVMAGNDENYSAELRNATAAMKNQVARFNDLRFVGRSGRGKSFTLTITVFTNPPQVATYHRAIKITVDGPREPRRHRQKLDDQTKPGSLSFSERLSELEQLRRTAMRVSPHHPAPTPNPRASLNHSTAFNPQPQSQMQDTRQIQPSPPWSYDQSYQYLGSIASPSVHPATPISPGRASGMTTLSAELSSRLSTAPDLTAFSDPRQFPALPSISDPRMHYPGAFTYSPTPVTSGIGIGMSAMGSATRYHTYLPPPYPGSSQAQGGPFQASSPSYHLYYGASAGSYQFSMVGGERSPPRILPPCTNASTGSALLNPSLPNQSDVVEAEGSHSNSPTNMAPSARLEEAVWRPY
Target sequence (Q13951 whole entry, looked up): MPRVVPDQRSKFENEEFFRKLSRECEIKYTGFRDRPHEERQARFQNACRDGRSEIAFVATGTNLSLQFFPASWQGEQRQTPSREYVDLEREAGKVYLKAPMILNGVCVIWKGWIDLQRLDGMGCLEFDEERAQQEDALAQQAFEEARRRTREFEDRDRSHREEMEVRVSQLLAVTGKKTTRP
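Compounds were screened at multiple concentrations against a preformed CBF-beta(His)/RUNX1(biotin) complex (30 nM of each) for 15 min at room temperature, followed by 90 min with nickel and streptavidin beads and AlphaScreen reading.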
Epigenetic reg: derepresses silenced GFP reporter in murine cells; murine LDR cells, GFP reporter derepression, 30 h; Potency, µM (top dose mostly 53.9 µM), inactives show top-dose GFP activation, usual class: activators; 0.2% of 280,000 active; AID 1865; further: potency means the concentration at half of the fitted maximal effect; % of control where 0% means no effect; nearly all actives have a fitted effect of over 60% in size
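Derepression of a silenced CMV-GFP reporter in murine LDR cells is scored by enumerating GFP-positive cells with a laser-scanning microplate cytometer after 30 hours of treatment at 37 C.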
Starred values were filed as active, the others as inactive; ? = inconclusive; · = no result given; & = joins results of further samples; [ ] = dose if it differs, or a comment. Unless noted, the call rests on the fitted dose curve; in most records, active means well fitted curve in the direction sought with a large enough effect; inconclusive means small, poorly fitted or top-dose-only effect, or another doubt; inactive means no such curve, though single readings can be large; an effect the other way counts as inactive or inconclusive. Only part of the results is shown. The share of hits here may be higher or lower than overall.

SMILES | Tau fluor cs | TRb-SRC2 inh | Tau fibril FP | NPSR antagonist | TexasRed fluor | aGal spleen mod | CBFb RUNX1 block | Epigenetic reg
CC1CCN(c2nc(Cl)nc(Nc3ccc([N+](=O)[O-])cc3)n2)CC1 | 8.9µM*[quencher] | -5% | ? | -58% | -3% | -5% | 12% | 1.4%
CCCS(=O)(=O)N1CC(=O)N(c2ccc(C)cc2C)C(C)(C(=O)NC2CCCCCC2)C1 (stereo not given) | -1% | 9% | -2% | · | ? | · | · | -0.4%
CNCc1ccccc1Sc1ccc(OC)cc1 | -3% | -8% | -7% | -4%[46.1 µM] | -1% | 5% | 3% | 0.0%
NC(=O)CSc1nnc2ccc(-c3ccco3)nn12 | 6% | 7% | 6% | -30% | -3% | 1% | 1% | -2.5%
COc1cc2oc(=O)c(CC(=O)N3CCCCC3)c(C)c2cc1OC | -17% | 1% | -2% | · | ? | · | · | -1.9%
O=c1[nH]ncn2cccc12 | 0% | 7% | -10% | -2%[46.1 µM] | -2% | -15% | 0% | 2.5%
CCOC(=O)C1CCCN(c2c(NCCN3CCCCC3CC)c(=O)c2=O)C1 (stereo not given) | -6% | -4% | -2% | 2%[46.1 µM] | 1% | -5% | 1% | -4.3%
CCOC(=O)[C@@H]1CCN(Cc2ccccc2)C[C@H]1c1ccccc1 | -10% | 1% | -3% | -44% | -3% | 5% | 5% | -5.9%
CC(=O)NCCn1c(SCC(=O)NCCc2ccc(S(N)(=O)=O)cc2)nc2ccccc2c1=O | 1% | -1% | -12% | 13% | -1% | -4% | 4% | -4.2%
CCc1ccc(NC(=O)CSC2=Nc3ccccc3C3=NC(CCC(=O)NCc4cccs4)C(=O)N23)cc1 (stereo not given) | -1% | 5% | 7% | · | 0% | · | · | -1.3%
CCOC(=O)C(=NC1CCS(=O)(=O)C1)NNc1ccccc1Cl (stereo not given) | -16% | 4% | -6% | -14% | -2% | 2% | 12% | 6.2%
CCOC(=O)C1CCN(C(=O)c2oc3ccc(S(=O)(=O)N4CCCCCC4)cc3c2C)CC1 | -14% | -5% | -5% | ? | -5% | 1% | 13% | -2.2%
CCCN(CCC)S(=O)(=O)c1ccc2c(c1)CCCN2C(C)=O | 4% | -8% | 12% | 16%[46.1 µM] | -7% | 16% | 14% | -4.2%
COc1cccc(C(=O)Nc2cc(C(=O)NCCc3ccccc3)ccc2Cl)c1 | -13% | -14% | -1% | -15%[46.1 µM] | -2% | 4% | 4% | -1.4%
CC(=O)Nc1ccn(C2CC3OCC(NC(=O)C(Cc4ccccc4)NC(=O)OC(C)(C)C)C3O2)c(=O)n1 (stereo not given) | · | 3% | · | · | 0% | 2% | -9% | ·
COc1ccc(CC(=O)NNS(=O)(=O)c2ccc3ccccc3c2)cc1OC | -3% | 2% | 1% | 4% | -2% | 2% | -4% | -1.0%
CCOCCCNC(=O)C(c1ccccc1)N(Cc1cccs1)C(=O)CNC(C)=O (stereo not given) | 1% | -2% | 8% | 14% | ? | -2% | 1% | -1.1%
Cc1ccc(Cl)cc1NC(=O)Nc1c(C)n(C)n(-c2ccccc2)c1=O | -7% | 6% | 2% | · | 0% | · | · | 4.1%
COc1ccc(N(C)S(=O)(=O)c2cccc(C(=O)NCc3ccc4c(c3)OCO4)c2)cc1 | ? | 4% | -9% | -15% | -1% | -2% | 2% | 17%
COC(=O)c1cc(S(=O)(=O)Nc2cc(S(=O)(=O)N(C)C)ccc2C)oc1C | -4% | 4% | 8% | 12% | -2% | -7% | 26% | 3.8%
COc1ccc(S(=O)(=O)Nc2cc(C(=O)NC3CCCCCC3)ccc2N2CCOCC2)cc1 | -17% | -5% | 8% | -29%[46.1 µM] | -2% | 8% | 9% | 6.2%
O=C(OCC1OC(n2ccc(=O)[nH]c2=O)C(O)C1OC(=O)c1ccccc1)c1ccccc1 (stereo not given) | -13% | 1% | -4% | ? | 1% | 0% | -1% | -4.1%
COc1cccc(C2/C(=C(\O)c3c(C)nc4c(C)cccn34)C(=O)C(=O)N2CCCN(C)C)c1OC (stereo not given) | 6% | 1% | 8% | 2%[46.1 µM] | 1% | -2% | 7% | 0.0%
O=C(Cc1ccc(F)cc1)c1ccc(O)cc1O | -26% | 12% | -6% | -5%[46.1 µM] | -1% | 8% | 1% | -0.3%
Cc1ccc(NC(=O)CN(C)Cc2ccc(Cl)cc2)cc1 | -10% | -1% | 4% | -8% | 2% | 1% | -1% | 0.0%

Eleven compounds from above, sorted by number of heavy atoms, falling:
SMILES | Tau fluor cs | TRb-SRC2 inh | Tau fibril FP | NPSR antagonist | TexasRed fluor | aGal spleen mod | CBFb RUNX1 block | Epigenetic reg
CC(=O)Nc1ccn(C2CC3OCC(NC(=O)C(Cc4ccccc4)NC(=O)OC(C)(C)C)C3O2)c(=O)n1 (stereo not given) | · | 3% | · | · | 0% | 2% | -9% | ·
COc1cccc(C2/C(=C(\O)c3c(C)nc4c(C)cccn34)C(=O)C(=O)N2CCCN(C)C)c1OC (stereo not given) | 6% | 1% | 8% | 2%[46.1 µM] | 1% | -2% | 7% | 0.0%
COc1ccc(S(=O)(=O)Nc2cc(C(=O)NC3CCCCCC3)ccc2N2CCOCC2)cc1 | -17% | -5% | 8% | -29%[46.1 µM] | -2% | 8% | 9% | 6.2%
CCOC(=O)C1CCN(C(=O)c2oc3ccc(S(=O)(=O)N4CCCCCC4)cc3c2C)CC1 | -14% | -5% | -5% | ? | -5% | 1% | 13% | -2.2%
COc1cccc(C(=O)Nc2cc(C(=O)NCCc3ccccc3)ccc2Cl)c1 | -13% | -14% | -1% | -15%[46.1 µM] | -2% | 4% | 4% | -1.4%
COc1ccc(CC(=O)NNS(=O)(=O)c2ccc3ccccc3c2)cc1OC | -3% | 2% | 1% | 4% | -2% | 2% | -4% | -1.0%
COC(=O)c1cc(S(=O)(=O)Nc2cc(S(=O)(=O)N(C)C)ccc2C)oc1C | -4% | 4% | 8% | 12% | -2% | -7% | 26% | 3.8%
Cc1ccc(Cl)cc1NC(=O)Nc1c(C)n(C)n(-c2ccccc2)c1=O | -7% | 6% | 2% | · | 0% | · | · | 4.1%
CC1CCN(c2nc(Cl)nc(Nc3ccc([N+](=O)[O-])cc3)n2)CC1 | 8.9µM*[quencher] | -5% | ? | -58% | -3% | -5% | 12% | 1.4%
CCCN(CCC)S(=O)(=O)c1ccc2c(c1)CCCN2C(C)=O | 4% | -8% | 12% | 16%[46.1 µM] | -7% | 16% | 14% | -4.2%
O=C(Cc1ccc(F)cc1)c1ccc(O)cc1O | -26% | 12% | -6% | -5%[46.1 µM] | -1% | 8% | 1% | -0.3%

Later entries:
SMILES | Tau fluor cs | TRb-SRC2 inh | Tau fibril FP | NPSR antagonist | TexasRed fluor | aGal spleen mod | CBFb RUNX1 block | Epigenetic reg
Cc1c(C(=O)OCC(=O)Nc2cccc(S(N)(=O)=O)c2)oc2c1ccc1ccccc12 | ? | 6% | ? | -15% | -1% | 27% | -13% | -3.2%
O=C1CN(C(=O)c2ccc(Br)o2)C(c2ccc(F)cc2)c2cc(F)ccc2N1 (stereo not given) | -8% | 0% | -4% | -11% | -2% | 4% | -7% | -0.1%
Cn1cc([N+](=O)[O-])c(C(=O)NCc2ccco2)n1 | 3% | 7% | -1% | 14% | 0% | 6% | 6% | 10%
O=c1oc2ccccc2c(Nc2ccccc2O)c1[N+](=O)[O-] | -11% | -5% | 4% | 9% | -3% | 7% | 4% | 6.1%
COc1ccccc1NC(=O)C1=C(C)Nc2nc(SCc3ccccc3C)nn2C1CC(C)C (stereo not given) | -14% | -4% | -10% | · | 0% | · | · | 4.2%
COc1cc(C[C@H]2C(=O)OC[C@@H]2Cc2ccc(OC)c(OC)c2)ccc1O | -16% | -1% | -8% | · | -2% | 5% | 7%[21.7 µM] | -1.6%
Cc1ccc(C)c(CN2C(=O)c3ccccc3S(=O)(=O)c3ccc(C(=O)N4CCN(C)CC4)cc32)c1 | -6% | 4% | 5% | · | -1% | · | · | 2.2%
CC(C)=CC(=O)Nc1nnc(-c2ccc(F)cc2)s1 | -3% | 5% | -5% | -7%[46.1 µM] | 4% | 5% | 2% | -2.2%
CCOc1ccc2[nH]c(C)c(CN3CCOCC3)c(=O)c2c1 | 4% | 1% | -1% | -7%[46.1 µM] | 0% | -1% | 5% | -10.0%
O=C(/C=C/c1ccccc1)NC(=S)Nc1ccc(N2CCOCC2)c(Cl)c1 | -5% | 0% | -6% | -16%[46.1 µM] | -5% | 5% | 0% | 1.0%
CO/N=C/C=C1/N(C)c2ccccc2C1(C)C | -25% | 9% | ? | 0% | 0% | -5% | -6% | -6.3%
CC(=O)c1c(N2CCCCC2)nc(=S)n(Cc2ccccc2)c1C | 0% | 2% | -1% | -12%[46.1 µM] | 2% | 3% | 3% | 0.0%
N#Cc1ccc(C23CC4(C2)[C@H](CN(CC2CCCCC2)[C@@H]4c2ccccc2)C3c2ccc(Cl)nc2)cc1 (stereo not given in full) | 4%&14% | 1%&-9% | 2%&6% | -8% | -5%&-1% | 6%&17% | -2%&17% | 1.1%&2.1%
COCCn1c(SCC(=O)Nc2ccc(S(N)(=O)=O)cc2)nc2ccccc21 | -10% | -10% | -2% | -17%[46.1 µM] | -3% | -2% | 3% | 0.5%
COc1ccc2oc(=O)cc(CN3CCN(C(=O)c4ccccc4Br)CC3)c2c1 | -7% | -4% | -1% | · | 0% | · | · | -1.4%
COC(=O)c1sccc1NC(=O)C1CC1 | -11% | -1% | 5% | -6% | -7% | 7% | 11% | 1.1%
Cc1ccc(NC(=O)C2CCCN(S(=O)(=O)c3c(C)noc3C)C2)nc1 (stereo not given) | -7% | -3% | 4% | -1%[46.1 µM] | -2% | 6% | 0% | -1.1%
O=S(=O)(NC1CCN(Cc2ccccc2)CC1)c1ccc2ccccc2c1 | -10% | 2% | 2% | -24% | -5% | 2% | -10% | -1.5%

Source: PubChem BioAssay (National Center for Advancing Translational Sciences (NCATS))
